Source: PubChem
GlmU inhibition: inhibition of mycobacterial GlmU enzyme – biochemical, glucosamine-1-phosphate acetyltransferase (AID 1376); M. tuberculosis GlmU acetyltransferase enzyme assay; higher % means a stronger effect; one-dose inhibition, %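 (tested at 30 µM in the primary screen)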; IC50 in µM for titrated hits; actives 0.25% (n = 220,000); in the data active = inhibition above about 13%;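 also: 0% = complete reaction with vehicle and 100% = reaction without substrate; strong numbers were not always called active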
Mtb RmlCD inh: inhibitors of Mycobacterium tuberculosis RmlC and RmlD coupled enzymes. P9WH09+P9WH11. RmlC+RmlD coupled enzyme assay, percent inhibition; primary screen in compound mixtures. inhibition, % at 3.6 µM. actives 0.03% (n = 160,000); in the data active = inhibition mostly above about 34%, no sharp cut-off; also: some results filed as inactive read as strong as hits
Target sequence (P9WH09 whole entry, looked up): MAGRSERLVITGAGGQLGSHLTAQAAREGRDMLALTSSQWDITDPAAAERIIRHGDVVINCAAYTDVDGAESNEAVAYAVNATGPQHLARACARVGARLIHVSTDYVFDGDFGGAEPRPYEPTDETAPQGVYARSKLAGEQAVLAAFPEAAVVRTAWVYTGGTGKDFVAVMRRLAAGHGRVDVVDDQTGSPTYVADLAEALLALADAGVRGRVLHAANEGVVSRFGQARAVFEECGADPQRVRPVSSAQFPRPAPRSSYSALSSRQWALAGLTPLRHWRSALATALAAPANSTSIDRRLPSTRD
Target sequence (P9WH11 whole entry, looked up): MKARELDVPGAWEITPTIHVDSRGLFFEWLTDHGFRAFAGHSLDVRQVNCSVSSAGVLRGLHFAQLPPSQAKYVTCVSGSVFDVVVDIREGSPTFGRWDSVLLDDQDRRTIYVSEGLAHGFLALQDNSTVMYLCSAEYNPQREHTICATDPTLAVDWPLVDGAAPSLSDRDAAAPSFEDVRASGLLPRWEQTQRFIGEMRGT
Active calls of the source: *; / = not tested or not shown.

SMILES | GlmU inhibition | Mtb RmlCD inh
CCOC(=O)CNC(=O)Nc1cc(C(C)(C)C)nn1-c1ccccc1 | 0.0% | 3
CCc1ccc(NC(=O)CSc2nnc(-c3n[nH]c4ccccc34)n2-c2ccccc2)cc1 | -7.8% | /
CC#CCCc1nc2ccccc2c(=O)n1N | 5.4% | 7
O=C(CSc1nnc(COc2cccc3ccccc23)o1)N1CCN(C(=O)c2ccco2)CC1 | 3.7% | 45
COc1cccc(/C=C/C(=O)OCC(=O)NCC2CCCO2)c1 (stereo unspecified) | -1.6% | -9
CCN(CC)S(=O)(=O)c1ccc2c(c1)nc(CCC(=O)OCC(=O)N1CCc3ccccc31)n2C | 1.6% | -13
Cc1ccsc1-c1nc(-c2ccccc2)c(-c2ccccc2)[nH]1 | 2.0% | /
O=C(Cc1ccccc1)N/N=C/c1ccc2cccc(O)c2n1 | 0.8% | -7
COc1ccc([N+](=O)[O-])cc1N=Cc1c(O)n(CCc2ccccc2)c(=O)n(C(C)C)c1=O | 2.3% | /
COc1ccc(N2C(=O)NC(=O)C(CCc3ccncc3)(CCc3ccncc3)C2=O)cc1 | -6.4% | /
COc1ccc(NS(=O)(=O)c2ccc(N3CCOCC3)c(NC(=O)C(C)C)c2)cc1 | -4.7% | 10
N#C/C(=C\c1ccc(OCc2ccccc2)cc1)C(=O)Nc1nc2c(s1)CCN(Cc1ccccc1)C2 | -3.2% | 1

3 compounds from above, arranged by heavy-atom count, lowest first.
SMILES | GlmU inhibition | Mtb RmlCD inh
Cc1ccsc1-c1nc(-c2ccccc2)c(-c2ccccc2)[nH]1 | 2.0% | /
CCOC(=O)CNC(=O)Nc1cc(C(C)(C)C)nn1-c1ccccc1 | 0.0% | 3
CCN(CC)S(=O)(=O)c1ccc2c(c1)nc(CCC(=O)OCC(=O)N1CCc3ccccc31)n2C | 1.6% | -13

Next part.
SMILES | GlmU inhibition | Mtb RmlCD inh
Cc1cc(C)c2c(N)c(-c3nnc(SCc4ccc(Cl)cc4)n3C)sc2n1 | 7.8% | 3
CCCOc1ccc(CCc2n[nH]c(=S)n2-c2ccccc2)cc1 | 8.6% | 24
COc1ccc(C2C(C(=O)N3CCOCC3)=C(C)NC3=C2C(=O)CC(C)(C)C3)cc1O (stereo unspecified) | 2.1% | /
COC(=O)C1CCN(C(=O)Cc2ccccc2OC)CC1 | -5.2% | 2
CCCCN(C)Cc1c(C)[nH]c2ccc(C)cc2c1=O | 2.1% | 8
CN(C)S(=O)(=O)Oc1ccccc1C(=O)Nc1cccc(C(F)(F)F)c1 | 2.2% | -11
COc1ccc(-c2oc(NC(=O)CCl)c(C#N)c2-c2ccc(OC)cc2)cc1 | 3.8% | -7
CCOC(=O)CSc1nnc(CNC(=O)c2ccc(S(=O)(=O)N(C)C)cc2)n1C | 6.7% | /
COc1ccc(/C=C/C(=O)OCC(=O)Nc2ccc(C)cc2)cc1S(=O)(=O)N1CCOCC1 | 1.2% | -9
Cn1c(=O)c2c(c3ccccc31)OC(C)(C)CC2 | -0.5% | 0
Cc1sc2nc(N3CCOCC3)[nH]c(=O)c2c1-c1ccccc1 | -3.8% | -8
CCc1cccc(CC)c1NC(=O)c1ccc(-n2cncn2)nc1 | -3.3% | 2
COc1ccc(NC(=S)N2CCC(c3nc4ccccc4[nH]3)CC2)c(OC)c1 | 1.4% | 22
CC(=O)Nc1ccc(S(=O)(=O)NCCSCc2c(Cl)cccc2Cl)cc1 | 0.0% | /
COCCNC(=O)CCCn1c(=O)c2cc(OC)c(OC)cc2n(CC(=O)Nc2ccc(C)c(F)c2)c1=O | 1.9% | -12
CCOC(=O)C(=CNNc1ccccc1)C(=O)OCC | 2.8% | 20
CC(C)CCN(C)c1ccc(/C=N/n2cnnc2)cc1 | 0.8% | 12
C=C1CCN([C@@H](Cc2ccccc2)C(=O)NC2CCN(Cc3ccccc3)CC2)S(=O)(=O)c2ccccc21 | -2.8% | /
CCNC(=O)NC(=O)C(C)Sc1ncc(C(F)(F)F)cc1Cl (stereo unspecified) | -4.3% | 3
Cc1ccc(-c2n[nH]c3c2C(c2ccccc2)N(c2ccc(C(=O)O)cc2)C3=O)cc1 (stereo unspecified) | 1.4% | -10
O=C(NCCC(=O)N1CCN(c2ncccn2)CC1)c1ccccc1 | 2.2% | 14
CC(/C=C(\NC(=O)c1ccccc1)C(=O)N=Nc1c(O)[nH]c2ccc(C)cc12)=C\c1ccccc1 | -2.5% | /
CC(=O)Nc1ccc(S(=O)(=O)NC2(C(F)(F)F)C(=O)NC(C)=C2C#N)cc1 (stereo unspecified) | 8.3% | -7
COc1ccc(C(=O)CCNc2cccc(Cl)c2)cc1 | 0.9% | -10
CNC(=O)C1=C(C)Nc2nc3ccccc3n2C1c1ccc(F)cc1 (stereo unspecified) | 4.9% | 4
Cc1ccc(C(O)c2ccncc2)cc1 (stereo unspecified) | -1.9% | -8
CCC(C)(C(=O)NC1CCCCC1)N(CC1CCCO1)C(=O)c1ccccn1 (stereo unspecified) | 5.2% | 1
Nc1ccc2oc(=O)c3ccccc3c2c1 | / | 5
Cc1ccc(C(=O)OCC(=O)c2c[nH]c3ccccc23)cc1NC(=O)c1ccco1 | -5.4% | /
CN1CCN(C=Nc2nc3ccccc3nc2N2CCCC2)CC1 | -0.2% | 3
COc1ccccc1Oc1ccc2c(c1)C(=O)N(c1ccc(O)cc1)C2=O | -0.2% | /
COCC(=O)Nc1sc2c(c1C(=O)OC)C(C(=O)OC)CC2 (stereo unspecified) | 3.2% | 1
CCCC(=O)NC(Nc1ccc(S(=O)(=O)Nc2cc(C)on2)cc1)(C(F)(F)F)C(F)(F)F | -2.5% | /
C=CCc1cc(/C=N/NC(=O)CSc2nnc(CCCc3ccc(OC)cc3)o2)cc(OC)c1O | -2.0% | /
CCOc1ccc2nc(NC(=O)Cn3cnc4c3c(=O)n(C)c(=O)n4C)sc2c1 | 2.6% | 7
COCCNC(=O)Cn1nc(C(F)(F)F)cc1C | 2.0% | 66

Some of the entries so far, with values under each structure:
Every second line gives: GlmU inhibition | Mtb RmlCD inh
CCOC(=O)CNC(=O)Nc1cc(C(C)(C)C)nn1-c1ccccc1
    0.0% | 3
CCc1ccc(NC(=O)CSc2nnc(-c3n[nH]c4ccccc34)n2-c2ccccc2)cc1
    -7.8% | /
CC#CCCc1nc2ccccc2c(=O)n1N
    5.4% | 7
O=C(CSc1nnc(COc2cccc3ccccc23)o1)N1CCN(C(=O)c2ccco2)CC1
    3.7% | 45
COc1cccc(/C=C/C(=O)OCC(=O)NCC2CCCO2)c1 (stereo unspecified)
    -1.6% | -9
CCN(CC)S(=O)(=O)c1ccc2c(c1)nc(CCC(=O)OCC(=O)N1CCc3ccccc31)n2C
    1.6% | -13
Cc1ccsc1-c1nc(-c2ccccc2)c(-c2ccccc2)[nH]1
    2.0% | /
O=C(Cc1ccccc1)N/N=C/c1ccc2cccc(O)c2n1
    0.8% | -7
COc1ccc([N+](=O)[O-])cc1N=Cc1c(O)n(CCc2ccccc2)c(=O)n(C(C)C)c1=O
    2.3% | /
COc1ccc(N2C(=O)NC(=O)C(CCc3ccncc3)(CCc3ccncc3)C2=O)cc1
    -6.4% | /
COc1ccc(NS(=O)(=O)c2ccc(N3CCOCC3)c(NC(=O)C(C)C)c2)cc1
    -4.7% | 10
N#C/C(=C\c1ccc(OCc2ccccc2)cc1)C(=O)Nc1nc2c(s1)CCN(Cc1ccccc1)C2
    -3.2% | 1
Cc1cc(C)c2c(N)c(-c3nnc(SCc4ccc(Cl)cc4)n3C)sc2n1
    7.8% | 3
CCCOc1ccc(CCc2n[nH]c(=S)n2-c2ccccc2)cc1
    8.6% | 24
COc1ccc(C2C(C(=O)N3CCOCC3)=C(C)NC3=C2C(=O)CC(C)(C)C3)cc1O (stereo unspecified)
    2.1% | /
COC(=O)C1CCN(C(=O)Cc2ccccc2OC)CC1
    -5.2% | 2
CCCCN(C)Cc1c(C)[nH]c2ccc(C)cc2c1=O
    2.1% | 8
CN(C)S(=O)(=O)Oc1ccccc1C(=O)Nc1cccc(C(F)(F)F)c1
    2.2% | -11
COc1ccc(-c2oc(NC(=O)CCl)c(C#N)c2-c2ccc(OC)cc2)cc1
    3.8% | -7
CCOC(=O)CSc1nnc(CNC(=O)c2ccc(S(=O)(=O)N(C)C)cc2)n1C
    6.7% | /

(continued)
SMILES | GlmU inhibition | Mtb RmlCD inh
CCN(c1ccccc1)S(=O)(=O)c1ccc(Cl)c(NC(=O)COC(=O)c2ccc[nH]c2=O)c1 | -0.9% | 2
CCn1c(SCC(=O)c2ccc(CNC(C)=O)o2)nnc1-c1cccs1 | -6.0% | /
CC(/C=C/c1ccco1)=N\NC(=O)CNc1ccc2ccccc2c1 | / | 7
Cc1cccc(N(CC(=O)N2CCCC2)S(=O)(=O)c2ccccc2)c1C | -1.8% | /
Cc1nnc(SCC(=O)Nc2ccc(Cl)cn2)n1Cc1ccccc1 | -0.1% | /
O=C1C2C3C=CC(C2C(=O)N1C1CCCCC1)C1C(=O)N(C2CCCCC2)C(=O)C31 (stereo unspecified) | 2.9% | /
CCN1CCN(C(=O)C(C)Nc2ccc(OC)cc2OC)CC1 (stereo unspecified) | -1.4% | 7
CCCCCCC(=O)N/N=C/c1c(O)n(CCCC)c(=S)[nH]c1=O | -0.6% | -7
Cc1cc2[nH]cnc2c([N+](=O)[O-])c1C | -9.9% | 4
COc1ccc(Cl)cc1NC(=O)/C=C/C(=O)O | 1.3% | -2
CC1(C)CC(=O)C2=C(C1)N(Cc1ccco1)C(=O)C2(NC(=O)C1CCCCC1)C(F)(F)F (stereo unspecified) | 1.5% | /
FC(F)(F)c1cc(Cl)c2nnc(C(F)(F)Cl)n2c1 | -2.0% | 11
Cc1nn(C)c(C)c1/C=N/NC(=O)c1csc2ccccc12 | 3.1% | -2
O=C(Nc1nnc(-c2ccncc2)o1)c1ccc(Br)s1 | -3.1% | 8
O=C(Cn1c2ccc(F)cc2c2nc3n(c(=O)c21)CCS3)Nc1ccccc1F | -4.0% | -12
Cc1ccc(-c2nn(Cc3ccccc3)cc2/C=C/C(=O)O)cc1C | 0.7% | /
O=C(/C=C1\SC(=O)NC1=O)Nc1ccc(F)cc1 | 3.3% | /
COc1ccccc1/C=N/NC(=O)c1ccc(Cn2nc([N+](=O)[O-])cc2C)cc1 | -3.9% | -1
Cc1ccc(SCCC(=O)Nc2cccnc2)cc1 | -9.3% | -2
CCNc1nc(OC)nc(Oc2ccc(=O)n(-c3ccccc3)n2)n1 | 1.2% | 5
Cc1ccc(C)c(NC(=S)NNC(=O)c2csc(C(C)C)c2)c1 | -4.1% | /
CCN(CC)c1ccc(C(=O)N/N=C(\C)c2ccc(OC)c(OC)c2)cc1 | 0.3% | -9
Cc1cccc2c1-c1sc(C(=O)Nc3cccc([N+](=O)[O-])c3C)cc1CO2 | 3.1% | 9
O=C(O)c1ccc(Nc2nc(-c3cc4ccccc4oc3=O)cs2)cc1O | 10.0% | -14
CC(C)c1ccc(N(C(=O)c2csnn2)C(C(=O)NC(C)(C)C)c2cccnc2)cc1 (stereo unspecified) | 4.0% | 6
CC(=O)NNC(=O)CC(=O)Nc1nc(C23CC4CC(CC(C4)C2)C3)cs1 | -4.0% | /
CC(C)(C)NC(=O)CSc1nccn1Cc1ccccc1 | -3.5% | 14
COc1cccc(N(CC(=O)Nc2cccnc2)S(C)(=O)=O)c1 | 7.8% | -13
CN(C)S(=O)(=O)c1ccc(NC(=O)c2ccccn2)cc1 | 1.8% | 0
O=C(c1cccc(Cl)c1)c1nn(-c2ccccc2)c(=O)cc1C(F)(F)F | -3.4% | /
CCOC(=O)CCSc1nc(C)c2cc(C)c(C)cc2n1 | -0.9% | -6
CCn1c(-c2ccc([N+](=O)[O-])cc2)n[nH]c1=S | -0.5% | -8
Cc1onc(-c2ccccc2)c1NC(=O)N(CCC(=O)O)Cc1ccccc1 | -5.0% | /
CCN(CC)CCN(C(=O)c1ccc(N2C(=O)CCC2=O)cc1)c1nc2cc3c(cc2s1)OCO3 | 1.1% | 35
COc1ccc(NC(=S)N2C3CCC2CC(NC(=O)NC24CC5CC(CC(C5)C2)C4)C3)c(OC)c1 (stereo unspecified) | -1.9% | -5
CC(C)c1cc(CN2CCN(CCC#N)CC2)cc(C(C)C)c1O | -4.3% | 16
CS(=O)(=O)Nc1ccc(C(=O)N2CCCC2)cc1 | 0.0% | /
O=C(NC(=S)N(CCO)Cc1ccccc1)c1cc(Br)ccc1Cl | -2.7% | 11
CC(C)NS(=O)(=O)c1ccc(CCC(=O)Nc2cc(Cl)ccc2Oc2ccccc2)cc1 | -0.9% | /
COc1cccc(C(C)NC(=O)Nc2cccc(C(F)(F)F)c2)c1 (stereo unspecified) | 1.0% | 30
C=CCn1c(C)cc(C(=O)CSc2nnc(NCc3ccccc3)s2)c1C | / | 2
COC(=O)c1cccc(CSc2nnc(C)s2)c1 | -2.5% | 7
Cc1c(C(=O)N2CCOCC2)sc2nc(-c3ccccc3)cn12 | 8.2% | /

A portion of the library; count on the stated rates, not on these rows.
